# ERAP1 inh: human ERAP1 aminopeptidase inhibitors, primary screen, biochemical, single point, plate reader. Endoplasmic reticulum aminopeptidase 1 (Homo sapiens), Q9NZ08. recombinant ERAP1, Leu-AMC fluorescence, 60 min. inhibition, % at 10.7 µM. hit rate 0.15% among 340,000. AID 652197, 2013;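 active = mean replicate inhibition of at least 30%, or all replicates individually reaching that 30% level; inactive = mean below 30% and not every replicate reaching it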;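 also: 0% = neutral control wells and 100% = L-leucinethiol positive control wells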
# RAD52 anneal inh: RAD52 DNA annealing inhibitors, primary screen, biochemical, FRET, single point, set 2. DNA repair protein RAD52 homolog (Homo sapiens), P43351. AID 651710, 2012. inhibition, % at 18.7 µM. recombinant RAD52 DNA annealing, FRET fluorescence. hit rate 0.46% among 360,000;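 active = every replicate showing at least 50% inhibition; inconclusive = mean inhibition at least 50% but not in every replicate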
# RAD54 inh: inhibitors of human RAD54 branch migration, primary screen, biochemical, fluorescence, single point | DNA repair and recombination protein RAD54-like (Homo sapiens), Q92698 | RAD54 Holliday junction branch migration, FAM/BHQ fluorescence | inhibition, % at 10.4 µM | hit rate 0.14% among 360,000 | AID 602329, 2012;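 active = mean normalized replicate activity at least 40 and at least half of replicates scoring 40 or more; inconclusive = only one of the two criteria met; inactive = mean below 40 and under half of replicates reaching 40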;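 also: 0% = median of neutral control wells and 100% = median of positive control wells; inhibitors cause a drop in the FAM fluorescence signal; in these data hits start at about 50%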
# Target sequence (Q92698 whole entry, looked up): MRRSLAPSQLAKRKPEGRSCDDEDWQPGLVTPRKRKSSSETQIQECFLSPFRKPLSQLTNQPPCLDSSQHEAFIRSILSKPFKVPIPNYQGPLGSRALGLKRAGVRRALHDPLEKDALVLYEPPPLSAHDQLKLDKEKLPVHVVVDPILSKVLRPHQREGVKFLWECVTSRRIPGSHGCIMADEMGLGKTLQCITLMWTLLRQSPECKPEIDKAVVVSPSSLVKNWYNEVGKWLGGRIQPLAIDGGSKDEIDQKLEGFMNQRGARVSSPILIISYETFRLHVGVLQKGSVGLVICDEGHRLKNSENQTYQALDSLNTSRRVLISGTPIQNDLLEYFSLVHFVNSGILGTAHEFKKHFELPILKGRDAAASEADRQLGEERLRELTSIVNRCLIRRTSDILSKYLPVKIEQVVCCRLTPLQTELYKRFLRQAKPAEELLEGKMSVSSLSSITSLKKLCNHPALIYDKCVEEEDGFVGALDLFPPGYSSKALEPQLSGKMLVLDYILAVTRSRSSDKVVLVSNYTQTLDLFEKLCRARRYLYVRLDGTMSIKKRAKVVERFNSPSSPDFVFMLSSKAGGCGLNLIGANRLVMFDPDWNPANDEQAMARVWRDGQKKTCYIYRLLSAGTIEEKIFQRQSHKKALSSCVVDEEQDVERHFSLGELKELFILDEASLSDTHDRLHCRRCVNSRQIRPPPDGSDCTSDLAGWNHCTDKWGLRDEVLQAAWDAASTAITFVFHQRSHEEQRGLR
# CFTR F508del cor: F508del CFTR correction, initial screen, CFBE line, single point. CFBE cells, YFP halide quenching; stimulated with forskolin plus potentiator P3; % fluorescence drop versus neutral controls. activity (quench increase), % at 7.58 µM. hit rate 0.36% among 350,000;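 active = mean added fluorescence quench of at least 8% versus neutral control, with both replicates also reaching 8%; inconclusive = only one of the mean or replicate conditions met; inactive = mean below 8% and not both replicates reaching 8%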;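 also: cells transiently co-express mutant CFTR-F508del with the halide-sensitive YFP; corrector assay measuring rescue of mutant channel to the surface after 24 h compound exposure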
# INS-1E GSIS act: GLuc luminescence reporter in INS-1E cells, primary screen for activators of glucose-dependent secretion of insulin; activation, % at 16.6 µM; hit rate 0.61% among 370,000; AID 743287, 2014; INS-1E GLuc reporter insulin secretion, 2-3 h;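 active = lowest replicate activation of at least 40%, so every replicate reaches that level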;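 also: 0% = median of neutral control wells and 100% = median of IBMX positive control wells; some compounds called inactive have numbers as strong as hits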
# esBAF inh: Bmi1 luciferase reporter increase in mESCs, primary screen, esBAF inhibitor project, mouse ES cells, Bmi1 luciferase knock-in, single point; 24 h; 100% = twice the neutral-well signal; hit rate 2% among 350,000; reporter increase, % at 12.5 µM; in the data active = activation above about 40%; inconclusive = no clear call, values can overlap the other calls;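 also: 0% = median of the plate's neutral control wells and 100% = double that signal; a rise in the Bmi1 reporter signal indicates esBAF inhibition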
# ARNT TACC3 PPI: disruptors of ARNT/TACC3 protein interaction, primary screen, biochemical, AlphaScreen, single concentration; Transforming acidic coiled-coil-containing protein 3 (Homo sapiens), Q9Y6A5; AlphaScreen His-ARNT PAS-B/GST-TACC3 binding, luminescence; TACC3 fragment carries E629A point mutation; inhibition, % at 9.99 µM; hit rate 0.66% among 390,000; AID 623870, 2012;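 active = mean inhibition of replicates at least 50% and at least half of replicates each reaching 50%; inconclusive = half or more replicates reach 50% but mean below 50%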;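 also: 0% = complete ARNT plus TACC3 wells and 100% = ARNT alone without TACC3; many hits fall short of the cut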
# XiGFP reactiv: activators of inactive X chromosome reactivation, primary screen, imaging, XiGFP fibroblasts, GFP high-content imaging, set 2; XiGFP mouse fibroblasts, % GFP-positive cells imaging, 3 d; cells co-treated with 5-aza-dC sensitizer; scaled so ellipticine positive control = 100%; activation, % at 7.58 µM; hit rate 0.055% among 360,000; AID 743238, 2013;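 active = mean normalized replicate activation at least 10% and every replicate at or above 10%; inconclusive = only one of the two criteria met; inactive = mean below 10% and not all replicates reach 10%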;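 also: 0% = median of on-plate neutral control wells and 100% = ellipticine 6 µM median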
#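 Material: XiGFP fibroblasts, SV40-immortalized; Buffer or medium: DMEM containing 5-aza-dC; Compound dosing: single point; Times: 3 days compound exposure.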
# Active calls of the source: *; ? = inconclusive; / = not tested or not shown; & = joins results of further samples.
SMILES,ERAP1 inh,RAD52 anneal inh,RAD54 inh,CFTR F508del cor,INS-1E GSIS act,esBAF inh,ARNT TACC3 PPI,XiGFP reactiv
C[C@@H]1CCCCO[C@H](CN(C)C(=O)Nc2ccc(C(F)(F)F)cc2)[C@@H](C)CN([C@H](C)CO)C(=O)c2cc(NC(=O)NC3CCCCC3)ccc2O1,1,-17,-6,1.4,12,-6,-18,0.3
O=C(Nc1ccccc1O)c1ccc(C(=O)c2ccccc2)o1,-2,-10,2,-2.3,4,29,-5,0.0
COCCOC(=O)N1C(=O)[C@@]2(c3ccccc31)[C@H](c1ccccc1OCCO)N1[C@H](c3ccccc3)[C@H](c3ccccc3)OC(=O)[C@H]1[C@@H]2C(N)=O,-1,17,7,0.5,/,/,28,/
Cc1nn(CC(=O)N2CCOCC2)c(=O)c2c1sc1ccccc12,0,-5,-2,-0.7,14,-3,0,-0.1
COC(=O)[C@H](Cc1ccc(O)cc1)NC(=O)Cn1cnc2c(NCc3ccccc3)ncnc21,-3,-4,1,1.8,7,-3,-3,0.2
COc1ccc(NC(=O)c2ccc(F)c(F)c2)c2ccccc12,0,-11,13,3.4,2,-11,-1,0.3
C[C@@H]1CCCCO[C@@H](CN(C)C(=O)NC2CCCCC2)[C@@H](C)CN([C@H](C)CO)C(=O)c2cc(N(C)C)ccc2O1,-2&1,-67&4&-42,-7&2,1.6&-1.2&1.3,-3&-11,-6&-2,-2&20,0.1&-0.1
CCOc1cccc2sc(NC(=O)c3ccc(Br)s3)nc12,-3,-15,9,2.5,12,-17,-10,-0.1
COc1ccc(S(=O)(=O)Nc2ccc3c(c2)C(=O)N([C@H](C)CO)C[C@H](C)[C@H](CN(C)C(=O)Nc2ccc4c(c2)OCO4)OCCCC[C@@H](C)O3)cc1,2,10,-1,-0.8,5,-1,-1,-0.1
COc1ccc(/C=C(/NC(=O)c2ccco2)C(=O)N2CCCC2=O)cc1,6,6,/,/,2,/,/,0.1
Cc1cc(NCCCO)n2nc(-c3cccs3)cc2n1,8,-15,/,-0.3,6,-3,-10,0.0
Cc1c(-n2c(SCC(=O)C(C)(C)C)nc3ccccc3c2=O)c(=O)n(-c2ccccc2)n1C,4,-3,-1,2.6,-17,-7,18,0.4
O=C(c1ccccc1)N1N=C(C(F)(F)F)CC1(O)c1ccccc1 (centres undefined),-3,-26,0,0.7,12,-3,-3,0.0
COc1cc(C2c3[nH]c4ccccc4c3C[C@H]3C(=O)N(C4CC4)CC(=O)N23)ccc1OC(C)C (some centres undefined),2,-17,6,3.6,-5,5,29,-0.1
O=C(CN1CCN(S(=O)(=O)c2ccc(F)cc2)CC1)NC1CC1,8,-10,6,3.1,17,-4,30,-0.1
Cc1cc(C)c2nc(NC(=O)[C@@H](NC(=O)c3cccc(S(=O)(=O)N4CCOCC4)c3)C(C)C)sc2c1,/,/,-6,-4.5,-22,/,-8,0.2
CCN1CCN(CC(=O)N2CCCC(C(=O)c3ccc(Oc4ccccc4)cc3)C2)CC1 (centres undefined),0,5,-2,1.8,-38,4,4,0.1
CCCC1=NN2C(=N)/C(=C\c3cc(C)n(-c4cccc(C)c4)c3C)C(=O)N=C2S1,-2,-29,/,-1.8,-25,/,-11,0.1
CCOc1ccccc1NC(C)C(=O)NC(=O)NC1CCCCC1 (centres undefined),-3,-3,-3,1.3,-13,-3,-33,0.1
CCN1[C@@H]2c3ccc(-c4ccccc4)c(=O)n3C[C@H]1[C@H](CO)[C@H]2C(=O)NCc1ccccc1,0,1,4,-1.1,2,-4,-14,-0.1
COc1ccc(S(=O)(=O)N(C)C[C@H]2Oc3ccc(NS(=O)(=O)c4cn(C)cn4)cc3C(=O)N([C@@H](C)CO)C[C@@H]2C)cc1,/,/,/,1.8,13,-1,/,-1.1
Cc1cc(C=NCCO)c(C)n1-c1cc(Cl)ccc1Cl,0,-2,/,-3.4,-9,/,-1,0.0
COCCNC(=O)c1ccc(-n2c(SCc3cccnc3)nc3ccccc3c2=O)cc1,1,-6,-1,2.4,8,-1,1,0.3
COc1cccc(-c2ccc([C@H]3[C@H](C#N)N(C(=O)c4ccccn4)[C@H]3CO)cc2)c1,-1,-58,-1,-4.8,1,-1,14,0.7
COc1ccccc1C(=O)Nc1ccc2c(c1)C(=O)N(C)C[C@@H](OC)[C@@H](C)CN(CC1CC1)[C@H](C)CO2,2,1,-2,-2.3,-1,-2,0,0.0

# Next part; the last two above are carried over.
SMILES,ERAP1 inh,RAD52 anneal inh,RAD54 inh,CFTR F508del cor,INS-1E GSIS act,esBAF inh,ARNT TACC3 PPI,XiGFP reactiv
COc1cccc(-c2ccc([C@H]3[C@H](C#N)N(C(=O)c4ccccn4)[C@H]3CO)cc2)c1,-1,-58,-1,-4.8,1,-1,14,0.7
COc1ccccc1C(=O)Nc1ccc2c(c1)C(=O)N(C)C[C@@H](OC)[C@@H](C)CN(CC1CC1)[C@H](C)CO2,2,1,-2,-2.3,-1,-2,0,0.0
O=C(C1CCCC1)N1CC[C@H]2[C@H](CO)Nc3ccc(Br)cc3[C@H]21,0,-1,/,-0.3,-18,/,/,0.1
C[C@@H]1CCCCO[C@@H](CN(C)C(=O)Nc2cccc3ccccc23)[C@@H](C)CN([C@H](C)CO)C(=O)c2cc(NC(=O)C3CCCCC3)ccc2O1,-3,0,7,-1.0,-6,-2,-4,-0.1
CCOc1ccc(NC(=O)C2C3CCC4C(CCC32)C4(Cl)Cl)cc1 (centres undefined),-5,-15,/,-0.5,-14,/,/,0.3
C[C@H](CO)N1C[C@H](C)[C@@H](CN(C)C(=O)c2ccccn2)Oc2ncc(Br)cc2C1=O,-2,-8,-16,-0.5,14,-1,28,2.2
C/C(=N\NC(=O)c1ccccc1O)c1ccc(NC(=O)c2ccccc2)cc1,1,-13,-8,1.7,-1,/,3,0.4
CCn1c(C)nc2cc(C(N)=O)ccc21,2,-8,15,2.7,-20,-5,0,0.4
CC(C)NC(=O)c1onc(CSc2cccc(Cl)c2)c1C(=O)O,3,-12,-5,-0.3,-7,-2,-10,0.0
CN1CCc2c(sc3c2C(=O)NC(c2ccc(-c4ccc(Cl)cc4)o2)N3)C1 (centres undefined),-4,-19,2,-0.8,/,-9,5,0.2
O=C(NC1CCCCCC1)c1ccccc1-c1ccccc1,1,-14,/,-3.6,8,/,-8,0.0
CCOc1ccc(C)cc1S(=O)(=O)n1nc(C)cc1C,1,5,/,1.3,8,/,0,0.1
CCOC(=O)C1=C(C)c2ccccc2OC1(CC)C(=O)OCC (centres undefined),/,-9,-8,-2.3,-39,-5,-7,0.1
O=c1c(Cl)c(NS(=O)(=O)c2ccccc2)cnn1-c1ccccc1,-1,-18,-5,-4.3,-4,-4,10,-0.1
O=C1C2C(c3ccccc3)=NN(c3ccccc3)C2C(=O)N1c1ccccc1 (centres undefined),4,-10,-4,/,/,/,-2,-0.3
CC1(c2nnnn2Cc2ccccc2)CCC(=O)N1CCc1ccccc1F (centres undefined),11,-4,/,-3.3,-13,/,/,0.0
O=C(Nc1ccc(Cl)c(Cl)c1)C1CC(=O)N(c2ccc(Br)cc2)C1 (centres undefined),/,/,15,/,-23,-3,-7,/
COc1ccc(CN2C(=O)CSCC2(C)C(=O)Nc2c(C)cccc2C)cc1OC (centres undefined),-5,-7,/,-2.8,-4,/,/,-0.1
COc1ccc(NC(=O)Nc2cccc3c2O[C@@H](CN(C)S(=O)(=O)c2ccc(OC)cc2)[C@H](C)CN([C@@H](C)CO)C3=O)cc1,1,-7,-2,3.0,-11,5,-4,0.0
C=CCN(C(=O)CC(NC(C)=O)c1ccccc1)c1nc(-c2ccc(S(C)(=O)=O)cc2)cs1 (centres undefined),6,-7,-6,-0.4,-5,78*,3,0.0
O=C(Nc1nc(-c2cccnc2)cs1)c1cccc([N+](=O)[O-])c1,-2,6,0,-0.2,-23,?,9,0.0
CCC(=O)N1CC(=O)N2[C@H](CO)[C@H](c3ccc(C#CCC(C)C)cc3)[C@H]2C1,1,1,/,1.9,4,/,/,0.0
CC(C)CN(C(=O)CN(C)CC(=O)Nc1ccc(Cl)c(C(F)(F)F)c1)c1c(N)n(CC(C)C)c(=O)[nH]c1=O,-2,-43,-4,1.9,-41,2,-2,-0.1
O=C(CSc1nnc(-c2cccc(Br)c2)o1)N1CCNC1=O,1,-5,-12,0.6,26,62*,-1,0.1
COc1ccccc1C(=O)NNC(=O)c1ccc(NC(=O)C(C)C)cc1,2,-17,/,0.1,15,/,-3,0.2
C[C@H]1CN([C@@H](C)CO)C(=O)Cc2cc(NC(=O)Nc3ccc4c(c3)OCO4)ccc2O[C@@H]1CN(C)C(=O)NC1CCCCC1,-2,3,5,3.3,-4,-2,6,0.6
Cn1cnc(S(=O)(=O)N[C@@H]2C=C[C@H](CC(=O)NCC3CC3)O[C@H]2CO)c1,2,4,-5,4.8,-1,-2,-14,-0.1
SMILES,ERAP1 inh,RAD52 anneal inh,RAD54 inh,CFTR F508del cor,INS-1E GSIS act,esBAF inh,ARNT TACC3 PPI,XiGFP reactiv
CCOc1cc(/C=N/NC(=O)C(=O)NCc2cccnc2)ccc1O,-3,-11,0,2.2,19,-9,5,0.0
CCc1nc(SCC(=O)Nc2nnc(C(C)C)s2)n[nH]1,2,-17,5,-4.7,6,7,-4,0.0
O=C(c1cc(-c2ccc(Cl)s2)nc2ccccc12)N1CCCC1,1,4,1,0.9,23,1,8,0.0
C=CCn1c(SCc2cccc(F)c2)nc2cc(C(=O)N3CCC(C(N)=O)CC3)ccc2c1=O,2,-15,0,0.1,-7,/,3,-0.1
COC(=O)C1=CN(c2ccc(OC)cc2OC)C(N)=C(C#N)C1c1ccccc1F (centres undefined),/,-32,/,9.8*,-11,/,/,2.4
O=C1/C(=C\c2cccnc2)SC(=S)N1C1CCS(=O)(=O)C1 (centres undefined),0,-138,-8,1.5,-3,-11,6,/
CC(C)(C)OC(=O)NNC(=S)NC1CCCCC1,-1,-3,-6,-1.3,3,/,/,-0.2
CCOc1ccc(S(=O)(=O)N2CCCCC2)cc1NC(=O)CN1C(=O)NC(CC)(c2ccccc2)C1=O (centres undefined),-3,-7,1,2.0,-10,13,1,-0.2
CN(C)Cc1cc(C(C)(C)C)cc(C(C)(C)C)c1O,0,-10,/,0.6,/,/,-10,0.5
O=C(C[C@H]1CC[C@@H](NC(=O)C2CCOCC2)[C@@H](CO)O1)Nc1ccc(-c2ccccc2)cc1,-2,0,-1,-2.0,-5,6,14,0.0
O=C(NNc1ncnc2sccc12)c1ccc(Cl)cc1,/,4,-3,-2.8,-1,31,3,0.1
Cn1c(SCC(=O)c2ccc(O)cc2O)nnc1-c1ccccc1,1,-13,/,-2.6,35,10,-5,0.0
Cc1c(CC(=O)O)c(=O)oc2cc3oc4c(c3cc12)CCCC4,1,1,/,0.1,13,-10,-6,0.0
